Screens: PubChem BioAssay, Sanford-Burnham Center for Chemical Genomics
MPTP inh: permeability transition pore inhibition. isolated mouse mitochondria, Ca2+ swelling absorbance, 30 min. inhibition, % at 10 µM. hit rate 1.4% among 360,000. AID 602449;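 active = inhibition of 50% or more, scaled per plate between neutral and stimulator controls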;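 note: 0% = DMSO wells given calcium and 100% = 1 mM EGTA wells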
HKDC1 inh: HKDC1 (human) hexokinase inhibition; AID 493160; Q2TB90; hit rate 0.16% among 340,000; inhibition, % at 20 µM; recombinant HKDC1, G6PDH/diaphorase resazurin coupled fluorescence;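 active = inhibition above about 35% when tested at 20 µM, limit read from the data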;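 note: plate controls were DMSO wells with enzyme for no effect and DMSO wells lacking enzyme for full effect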
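Assay system: recombinant HKDC1 hexokinase; detection: coupled resazurin fluorescence, excitation 525 nm, emission 613 nm; benchmarks: DMSO-plus-enzyme-mix negative control, buffer-substituted positive control; compound dosing: single 20 µM dose; schedule: 90 min at room temperature in dark; also added: glucose plus 1 mM ATP as hexokinase substrates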
SENP8 inh: inhibitors of human SENP8 protease. Q96LD8. recombinant SENP8, Nedd8 substrate fluorescence. inhibition, % at 20 µM. hit rate 0.64% among 360,000. AID 602440; in the data active = inhibition mostly above about 40%, no sharp cut-off; inactive = mostly below about 27%
Target sequence (Q96LD8 whole entry, looked up): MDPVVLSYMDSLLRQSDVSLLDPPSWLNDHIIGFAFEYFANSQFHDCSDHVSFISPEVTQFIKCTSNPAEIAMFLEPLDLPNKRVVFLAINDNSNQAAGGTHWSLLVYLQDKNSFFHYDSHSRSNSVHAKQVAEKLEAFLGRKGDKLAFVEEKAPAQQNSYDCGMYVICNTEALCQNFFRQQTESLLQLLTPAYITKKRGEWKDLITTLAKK
ATG4B inh: ATG4B (human) cysteine protease inhibition | Q9Y4P1 | ATG4B cleavage of LC3-PLA2, NBD-HPC fluorescence, 1 h | inhibition, % at 8.33 µM | hit rate 0.51% among 340,000; in the data active = inhibition above about 40%
GRIN3A LBD mod: modulates the human NR3A ligand-binding domain; NR3A LBD differential scanning fluorimetry, Tm shift; 0% = protein alone, 100% = glycine-bound protein; hit rate 2.5% among 340,000; Tm shift relative to glycine control, % at 25 µM;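 active = melting temperature shift of at least 10% of the positive control shift, at one fixed dose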
SENP6 inh: blocks the human protease SENP6 | Q9GZR1 | Recombinant SENP6 catalytic domain, aminoluciferin luminescence | inhibition, % at 10 µM | hit rate 1.8% among 330,000;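 active = inhibition above about 50% at the single tested dose, limit read from the data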;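 note: plate controls were DMSO wells with enzyme for no effect and DMSO wells lacking enzyme for full effect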
Target sequence (Q9GZR1 628-1112 limits assumed): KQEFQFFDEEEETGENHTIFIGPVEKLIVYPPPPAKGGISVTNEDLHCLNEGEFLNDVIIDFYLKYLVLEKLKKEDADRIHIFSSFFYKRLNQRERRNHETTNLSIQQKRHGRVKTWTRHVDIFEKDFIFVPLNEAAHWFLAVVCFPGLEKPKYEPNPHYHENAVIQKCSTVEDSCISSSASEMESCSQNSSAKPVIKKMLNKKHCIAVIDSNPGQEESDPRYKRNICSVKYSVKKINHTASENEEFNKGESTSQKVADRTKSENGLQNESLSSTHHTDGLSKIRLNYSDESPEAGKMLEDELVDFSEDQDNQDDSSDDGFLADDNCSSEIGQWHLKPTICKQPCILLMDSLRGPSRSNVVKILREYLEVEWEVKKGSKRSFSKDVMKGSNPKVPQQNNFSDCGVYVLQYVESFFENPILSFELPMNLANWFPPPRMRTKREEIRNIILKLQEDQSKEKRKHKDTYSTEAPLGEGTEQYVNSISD
SENP7 block: inhibitors of human SENP7 protease. hit rate 1.5% among 330,000. recombinant SENP7, Z-RLRGG-aminoluciferin luminescence, 40 min. Q9BQF6. inhibition, % at 5 µM;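 active = inhibition above about 50% at the single test dose, limit read from the data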;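 note: plate controls were DMSO with enzyme for no effect and no enzyme buffer wells for full effect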
Target sequence (Q9BQF6 706-1050 limits assumed): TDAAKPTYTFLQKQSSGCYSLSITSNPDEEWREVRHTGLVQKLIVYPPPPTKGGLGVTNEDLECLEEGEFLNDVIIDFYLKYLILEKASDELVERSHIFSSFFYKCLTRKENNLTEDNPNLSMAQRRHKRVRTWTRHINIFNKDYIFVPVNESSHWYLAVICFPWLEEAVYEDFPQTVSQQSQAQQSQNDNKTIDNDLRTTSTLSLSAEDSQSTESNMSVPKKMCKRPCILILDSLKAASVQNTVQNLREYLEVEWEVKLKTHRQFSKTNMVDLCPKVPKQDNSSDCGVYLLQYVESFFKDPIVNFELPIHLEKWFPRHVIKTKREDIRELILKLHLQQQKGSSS
PfGluPho inh: PfG6PD (Plasmodium falciparum) enzyme inhibition; inhibition, % at 20 µM; AID 504690; hit rate 0.78% among 350,000; PfGluPho enzyme, NADPH resazurin-diaphorase fluorescence;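 active = inhibition reaching at least a set limit at 20 µM in the primary screen, cut at about 59% in these data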;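 note: 0% = DMSO wells with substrate and 100% = DMSO wells lacking glucose-6-phosphate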
* = called active by the depositor; nt = not tested or not shown; & = joins results of further samples.

SMILES	MPTP inh	HKDC1 inh	SENP8 inh	ATG4B inh	GRIN3A LBD mod	SENP6 inh	SENP7 block	PfGluPho inh
O=C(O)c1cc(-c2ccc(Cl)c(Cl)c2)n(-c2ccc(F)cc2)n1	0.7	8	5	7	-3	-8	4	38
Nc1ccccc1SCC(=O)Nc1ccc2c(c1)OCCO2	-1.1	-2	7	-6	0	4	2	-5
Cc1cc(/C=N\NC(=O)CC(=O)NC2CCCCC2)c(C)n1-c1cccc(Cl)c1Cl	9.2	0	-1	-5	-9	-14	1	-8
O=C(CSc1nnc(-c2ccccc2)n1Cc1ccccc1)N1CCOCC1	-2.5	-3	5	6	-3	-7	-5	-8
CC(C)OCCCNC(=O)C(C)Oc1ccccc1 (stereo unspecified)	-0.6	-5	0	-3	0	-4	0	0
CN(C)C1=NCCN1CCc1ccccc1	0.4	0	5	16	0	-7	-14	-8
COc1ccc(-c2nsc(C(=O)N(c3ccc(F)cc3)C(C(=O)NC3CCCC3)c3ccc(OC)cc3)c2N)cc1 (stereo unspecified)	-5.1	5	-267	-3	-2	-6	4	-9
O=C(NCCCn1ccnc1)/C(=C\c1ccc(Br)cc1)NC(=O)c1ccccc1	-1.0	-3	5	3	-1	9	1	-11
O=C(Nc1cc2cccc([N+](=O)[O-])c2oc1=O)c1cccs1	1.4	-4	22	-9	-2	-16	-16	-1
CCCn1nc(C(=O)OCC(=O)c2ccc3c(c2)NC(=O)CO3)c2ccccc2c1=O	3.5	0	10	-8	5	7	10	-3
CC(=O)c1ccc([N+](=O)[O-])cc1	0.2	-3	5	6	0	6	-1	-9
Cc1cc(C(=O)OCc2nc3ccccc3s2)c(C)o1	-6.1	3	8	3	1	34	4	9
CCOC(=O)c1[nH]c(C)c(C(=O)NC2CCCCC2)c1C	-0.5	-7	6	-4	0	3	1	2
Cn1c(=O)c2c(nc(NCc3ccc4c(c3)OCO4)n2Cc2ccccc2)n(C)c1=O	1.0	-2	3	-1	-1	8	-4	2
O=C(Nc1ncc(Cc2ccccc2Cl)s1)c1ccc(-c2cccc([N+](=O)[O-])c2)o1	0.0	-4	31	-11	-2	11	1	-7
COc1ccc2nc(SCC(=O)Nc3c(C)cc(C)cc3C)[nH]c2c1	4.2	1	6	8	3	-9	-2	11
O=C(NCc1ccc(Cl)cc1)c1n[nH]c([N+](=O)[O-])c1Cl	76*	-3	15	-11	-4	23	15	-7
CCCn1c(=S)[nH]c2cc(C(=O)N3CCN(C(=O)OCC)CC3)ccc2c1=O	-0.3	4	18	6	0	3	4	-5
COC(=O)C1=C(C)NC(=S)NC1c1ccc(-c2ccccc2C(=O)OC)o1 (stereo unspecified)	-0.7	-1	-94	-14	-1	-12	-2	51
O=C(CCCc1nc(-c2ccccc2)no1)NC1CCCCC1	0.2	2	3	-3	-1	-12	-2	-9
CCn1c(=O)cc(SCC(=O)Nc2cccc(SC)c2)c2ccccc21	8.2	0	-27	-8	-6	-10	-1	-11
O=C(Nc1nccs1)[C@@H]1CCCN1S(=O)(=O)c1ccc(Cl)cc1	-0.2	-5	8	-2	-1	7	-5	13
Nc1cc(=O)[nH]c2ncnn12	-0.9	-2	-7	10	-2	nt	nt	-12
COc1ccc(C(c2nnnn2C(C)(C)C)N2CCN(C(=O)c3ccco3)CC2)cc1 (stereo unspecified)	-0.1	-6	6	-4	0	-2	-12	-21
COc1cc(SC)ccc1C(=O)Nc1nccs1	-2.2	-6	-46	-10	0	18	17	22
O=C(OCCOc1ccccc1)c1cccc(S(=O)(=O)N2CCOCC2)c1	-1.1	2	10	2	4	-1	-1	-6
COC(=O)Nc1ccc2c(c1)N(C(=O)CCN1CCN3CCCC3C1)c1ccccc1CC2 (stereo unspecified)	-2.6&-1.1	1&-2	7&16	-10&-6	-1&-1	-10&7	-9&3	4&4
COc1ccc(-c2cn(Cc3ccc4c(c3)C(=O)c3ccccc3C4=O)nn2)cc1	3.2	4	16	-6	-3	1	11	4
CC(=O)Nc1nc2cc(N)ccc2s1	-0.2	8	-2	1	-2	8	2	19
CCOc1ccc(CCNC(=O)COC(=O)COc2cc(C)cc(C)c2)cc1OCC	0.5	0	-3	-18	2	-22	-3	5
CC(=O)CCc1c(C)nc2ccc(C)cc2c1Cl	1.0	14	5	-3	-4	13	3	-17
CCOc1ncccc1C(=O)OCC(=O)NCc1cccs1	-0.7	-5	9	-3	-1	-6	1	-1
CCOC(=O)CC(=O)CSc1nc(C)cc(C)c1C#N	0.0	1	-178	-6	-1	-7	1	7
CCCCNC(=S)NNC(=O)c1csc(C)c1	0.3	7	5	3	-2	9	13	1
CCCCC(=O)NC(=S)Nc1cccc(C(=O)O)c1	-0.8	2	22	-2	0	2	9	0
COc1ccc(N2CCN(C3CCCCC3NS(=O)(=O)c3ccccc3)CC2)cc1 (stereo unspecified)	0.4	4	12	-2	-3	-4	7	18
CCN(CC)C(=O)c1sc2nc(-c3cccs3)cc(-c3cccs3)c2c1N	2.0	4	-420	0	1	-8	6	44
COc1ccc(Nc2nc(N)nc(CSC(=S)N3CCCCC3)n2)cc1	-0.6	-2	10	-15	0	-4	1	23
CSCCC(NC(=O)c1ccccc1Br)C(=O)NNC(=O)C1COc2ccccc2O1 (stereo unspecified)	-1.3	-8	17	2	-2	nt	nt	-19
CCOC(CNC(=O)Cn1nc(Cc2ccncc2)c2ccccc2c1=O)OCC	-0.1	-4	26	7	-7	-10	-7	0
CC(=O)c1cccc(NS(=O)(=O)c2cc(-c3cnc(C4CC4)o3)ccc2C)c1	-0.4	-1	-38	-13	2	-2	-4	-21
O=C(Nc1ccc(S(=O)(=O)N2CCCCC2)cc1)c1ccccc1Cl	0.3	3	15	-13	-4	11	3	-3
Cc1onc(-c2ccccc2Cl)c1-c1nc(-c2ccncc2)no1	-15	-5	12	5	-1	-12	1	-4
Cc1noc(C)c1CS(=O)(=O)Cc1ccc(Cl)cc1	0.4	-7	9	-6	0	-24	-7	5
O=C(c1ccco1)N1CCN(C(=O)c2cccs2)CC1	-0.7	-7	14	2	-1	-33	-2	-10

Rewritten with two lines to a compound: part of the list above
Each structure is followed by: MPTP inh	HKDC1 inh	SENP8 inh	ATG4B inh	GRIN3A LBD mod	SENP6 inh	SENP7 block	PfGluPho inh
- CC(=O)c1cccc(NS(=O)(=O)c2cc(-c3cnc(C4CC4)o3)ccc2C)c1
    -0.4	-1	-38	-13	2	-2	-4	-21
- O=C(Nc1ccc(S(=O)(=O)N2CCCCC2)cc1)c1ccccc1Cl
    0.3	3	15	-13	-4	11	3	-3
- Cc1onc(-c2ccccc2Cl)c1-c1nc(-c2ccncc2)no1
    -15	-5	12	5	-1	-12	1	-4
- Cc1noc(C)c1CS(=O)(=O)Cc1ccc(Cl)cc1
    0.4	-7	9	-6	0	-24	-7	5
- O=C(c1ccco1)N1CCN(C(=O)c2cccs2)CC1
    -0.7	-7	14	2	-1	-33	-2	-10

Other results:
SMILES	MPTP inh	HKDC1 inh	SENP8 inh	ATG4B inh	GRIN3A LBD mod	SENP6 inh	SENP7 block	PfGluPho inh
COc1ccccc1OCc1cc(C(=O)N2CCN(C)C(c3ccccc3)C2)no1 (stereo unspecified)	-0.1	-3	-10	-14	-5	17	2	-1
COc1ccccc1CNC(=O)/C=C/c1ccc(Br)o1	1.2	1	-13	12	-1	-6	1	53
Cc1cc(C)c(C#N)c(SCC2COc3ccccc3O2)n1 (stereo unspecified)	-6.2	8	39	11	-3	-6	-9	-14
CC(C)Cn1c(N)c(C(=O)CSc2nnnn2-c2ccc(Cl)cc2)c(=O)n(C)c1=O	11	-5	1	-3	2	nt	nt	-5
Nc1nonc1-n1nnc(C(=O)N/N=C/c2cccc(F)c2)c1-c1ccc2c(c1)OCO2	-1.9	1	-244	-8	0	-5	-1	106*
C=CCn1c(=O)c2ccc(C(=O)NCc3ccccc3)cc2n(Cc2ccc(Cl)cc2)c1=O	11	7	-25	2	-1	17	3	-16
CCOc1ccc(NC(=O)C2CCN(S(=O)(=O)c3ccc4c(c3)NC(=O)C(C)S4)CC2)cc1 (stereo unspecified)	0.2	5	7	-2	-5	-13	-2	3
COc1ccccc1C(=O)NNC(=O)c1ccccc1F	0.3	-12	8	-3	0	-21	-1	4
CC1=CC(C)(C)NC(=S)N1c1ccccc1C	-1.3&-1.0	-9&-5	-1&10	-4&12	0&0	-8	-1	12&6
Cc1ncc([N+](=O)[O-])n1CCOC(=O)c1ccccc1	-1.6	4	20	8	-2	2	-4	-8
Cc1csc2c(N3CCN(C(=O)Nc4ccc(OC(F)(F)F)cc4)CC3)ncnc12	89*	5	3	-28	-4	-6	2	25
NS(=O)(=O)c1ccc(CNC(=O)c2ccc(S(=O)(=O)C(F)F)cc2)cc1	0.6	-6	12	-8	0	-21	-3	-1
Cc1ccn2c(=O)nc(SCC(=O)NCc3ccccc3)nc2c1	-2.0	-2	-68	-6	2	8	2	1
CC(=O)c1sc(NCCOc2ccc(C)cc2)nc1C	3.8	-9	18	-1	-3	-13	-8	-8
Cc1ccc(C(=O)N/C(=C/c2ccco2)C(=O)Nc2cccc(C(=O)O)c2)cc1	nt	0	nt	8	2	-6	-7	12
N#C/C(=C/N1CCOCC1)c1ccccc1	0.0	5	23	1	0	8	-11	-3
Cn1nnc(NC(=S)NC(=O)c2cccs2)n1	-1.9	2	22	4	-1	-3	-1	-8
Cc1ccc(N(CC(=O)Nc2c(C)n(C)n(-c3ccccc3)c2=O)S(C)(=O)=O)cc1C	-0.4	-7	16	3	3	-5	11	-6
COc1ccc(N2CCN(Cc3nc4c(c(=O)[nH]c(=O)n4C)n3Cc3cccc(Cl)c3)CC2)cc1	-0.6	1	-1	-8	-1	-2	-7	15
O=C(OCc1ccccc1Cl)C1CC(=O)N(Cc2ccco2)C1 (stereo unspecified)	0.1	-7	8	-2	-2	-15	4	-9
CC(OC(=O)Cc1c[nH]c2ccccc12)C(=O)Nc1ccccc1F (stereo unspecified)	-0.5	7	9	1	1	-18	2	3
O=C(CSc1ccc(-c2ccco2)nn1)N1CCCC1	-2.5	0	-18	0	0	-5	0	4
NC(N)=N/N=C/c1ccc2cccc(OCc3ccccc3)c2n1	13	1	-426	-5	-2	-17	12	6
O=C(CNCc1cccs1)Nc1cc(S(=O)(=O)N2CCCC2)ccc1Cl	1.0	8	20	1	-3	-8	-9	-7
O=C(O)c1ccccc1C(=O)c1ccc(Br)s1	-0.3	-5	-42	-10	-1	-8	9	-1
CCCc1c(C(=O)N/N=C/c2cccc3ccccc23)nnn1-c1nonc1N	0.8	6	-9	5	40*	1	1	1
COc1ccc(CCN2C(=S)N(C)C(=O)C2CC(=O)Nc2ccc(F)cc2)cc1 (stereo unspecified)	9.7	-4	8	43*	3	-10	1	8
C/C(=N\NS(=O)(=O)c1ccc(C)cc1)c1ccc(Br)s1	-0.4	-2	13	-4	-3	-17	2	2
COc1cc(N/C=C(\C(C)=O)c2ccccc2)cc(OC)c1	4.0	nt	-18	nt	nt	-6	-4	nt
C=CCc1cccc(/C=N/c2ncn[nH]2)c1O	-1.7	1	20	-2	-1	-3	3	-6

Gathered by group: the compounds so far with a cyano group
SMILES	MPTP inh	HKDC1 inh	SENP8 inh	ATG4B inh	GRIN3A LBD mod	SENP6 inh	SENP7 block	PfGluPho inh
CCOC(=O)CC(=O)CSc1nc(C)cc(C)c1C#N	0.0	1	-178	-6	-1	-7	1	7
Cc1cc(C)c(C#N)c(SCC2COc3ccccc3O2)n1 (stereo unspecified)	-6.2	8	39	11	-3	-6	-9	-14
N#C/C(=C/N1CCOCC1)c1ccccc1	0.0	5	23	1	0	8	-11	-3

Carrying on:
SMILES	MPTP inh	HKDC1 inh	SENP8 inh	ATG4B inh	GRIN3A LBD mod	SENP6 inh	SENP7 block	PfGluPho inh
Cc1ccc(-c2noc(COc3ccc4c(c3)OCO4)n2)cc1	-5.1	-6	18	5	1	-24	6	3
O=C(COc1ccc2ccccc2c1)Nc1nc2ccccc2[nH]1	-9.5	-3	11	4	0	-17	8	-11
O=c1oc(-c2cccs2)nc2ccc(Br)cc12	3.3	3	-148	5	1	29	-10	-1
C=CCNc1nc(C(=O)OCC(=O)Nc2c(Cl)cccc2C(F)(F)F)cs1	-0.5	2	-2	0	1	4	-4	-7
